# PLC-gamma1 inh = blocks human PLC-gamma1 enzyme activity | purified PLC-gamma1, fluorogenic substrate, fluorescence | inhibition, % at 12.2 µM | actives 0.84% (n = 370,000) | AID 720700; in the data active = inhibition above about 9.5%
# ASAP1 inh = blocks human ASAP1-stimulated Arf1 GTP hydrolysis; Q9ULH1; GDP FP detection; inhibition, % at 16.5 µM; actives 0.19% (n = 360,000); in the data active = inhibition above about 25%;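 also: 0% = vehicle with enzyme and substrate and 100% = no enzyme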
# ADAM10 inh = ADAM10 inhibition, QFRET primary screen. O14672. recombinant ADAM10, EDANS/DABCYL FRET peptide cleavage, 3 h. inhibition, % at 7 µM. actives 0.62% (n = 370,000). AID 720582;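 active = inhibition above a per-campaign cutoff equal to the mean of compounds falling between control-based bounds plus 3 SD, cut at about 20% in these data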;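 also: 0% = DMSO wells while the 100% control is not disclosed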
# LEDGF integ inh = blocks HIV-1 LEDGF/p75-dependent DNA integration. TR-FRET IN-LEDGF/p75 DNA integration, Eu/Cy5. inhibition, % at 3.7 µM. actives 0.64% (n = 370,000);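 active = inhibition above the screen-wide mean plus 3 SD, cut at about 13% in these data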;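 also: signal is the Cy5 over europium emission ratio at 671 and 618 nm; 0% = plate median of compound wells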
# Tn7 DDE FP = DD(E)-Tn7 binding inhibition, primary FP screen. FP displacement of FITC-Tn7 peptide from fibrin DD(E); 0% = median of compound wells per plate. inhibition, % at 8.3 µM. actives 0.13% (n = 370,000). AID 720508;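 active = inhibition above the mean of compounds falling within the control limits plus 3 SD of them, cut at about 14% in these data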;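 also: 0% = plate median of compound wells and 100% = 10 µM Aha-Tn7 peptide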
#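 Measure: % inhibition scaled between sample-field median and high-control FP; Test system: human fibrin DD(E); Quantity: 2 µM final DD(E) protein; Doses: one dose, 8.3 µM nominal; Schedule: compound with protein 10 min, then 3 h after probe, room temperature; Detection: fluorescence polarization; Medium: Tris buffer with calcium and detergent, pH 7.8.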
# DDE Tn6 FP inh = inhibitors of Tn6 peptide binding to human fibrin DD(E); Fibrin DD(E) TRITC-Tn6 fluorescence polarization displacement; P02675; inhibition, % at 8.3 µM; actives 0.21% (n = 370,000);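 active = inhibition above a per-campaign cutoff: mean of compounds within control limits plus 3 SD, cut at about 15% in these data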;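 also: 0% = median of all compound wells on the plate and 100% = blocking peptide control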
# ADAM17 inh = inhibits human ADAM17; actives 0.83% (n = 370,000); recombinant ADAM17, EDANS/DABCYL FRET peptide cleavage; inhibition, % at 6.95 µM; P78536;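 active = inhibition above the mean of compounds lying between control limits plus 3 SD, set per campaign, cut at about 8.5% in these data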;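 also: 0% = DMSO-only wells as the low control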
# ARFGAP1 inh = inhibits rat ARF GTPase activating protein 1; inhibition, % at 16.5 µM; actives 0.26% (n = 360,000); Arfgap1-stimulated ARF1 GTP hydrolysis, GDP FP detection;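 active = inhibition above a per-plate limit, mean inhibition of low control wells plus 3 SD, cut at about 25% in these data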;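 also: 0% = DMSO wells with enzyme and 100% = wells lacking Arfgap1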
# Target sequence (Q62848 1-136 limits assumed): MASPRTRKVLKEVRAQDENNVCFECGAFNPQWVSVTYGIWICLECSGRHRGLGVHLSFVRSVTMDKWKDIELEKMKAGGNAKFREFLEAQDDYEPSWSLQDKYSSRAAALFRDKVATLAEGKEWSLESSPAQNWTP
#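 Assay system: Rat Arfgap1 GAP domain (His6, aa 1-136), purified enzyme | Buffer or medium: HEPES 25 mM pH 7.5, NaCl 150 mM, MgCl2, DTT | Schedule: GTP hydrolysis reaction 2 h at 25 °C | Signal: FP of antibody-bound GDP Alexa 633 tracer, ex 620/em 688 nm | Measure: Percent inhibition of Arfgap1-stimulated GTP hydrolysis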
# TDP2 inh = blocks human TDP2 phosphodiesterase activity | O95551 | recombinant TDP2, T5PNP hydrolysis, p-nitrophenol absorbance 415 nm | inhibition, % at 12.8 µM | actives 0.34% (n = 370,000);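 active = inhibition above the mean of all tested compounds plus 3 SD, set per campaign, cut at about 25% in these data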;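 also: 0% = DMSO with enzyme and 100% = buffer with substrate but no TDP2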
# Target sequence (O95551 whole entry, looked up): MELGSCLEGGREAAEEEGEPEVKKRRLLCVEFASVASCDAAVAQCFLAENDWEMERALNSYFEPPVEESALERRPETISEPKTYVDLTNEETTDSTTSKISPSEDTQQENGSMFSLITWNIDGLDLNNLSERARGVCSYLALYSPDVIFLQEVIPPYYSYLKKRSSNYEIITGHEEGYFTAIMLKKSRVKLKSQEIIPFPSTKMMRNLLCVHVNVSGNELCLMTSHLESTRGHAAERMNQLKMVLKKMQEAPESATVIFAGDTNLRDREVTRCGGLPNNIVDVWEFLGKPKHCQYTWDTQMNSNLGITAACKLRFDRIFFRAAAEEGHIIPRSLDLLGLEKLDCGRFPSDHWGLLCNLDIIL
#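 System: recombinant human TDP2 / Amount: 120 nM TDP2 per well / Also added: 5 mM T5PNP chromogenic substrate / Doses: 12.8 µM single point, 1% DMSO / Incubation: 2 h at 37 °C / Detection: p-Nitrophenol epi absorbance / Evaluation: % inhibition relative to enzyme-containing and enzyme-free wells / Repeats: singlicate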
# proKLK7 act = proKLK7 (human) activation, primary screen. P49862. activation, % at 7 µM. actives 0.9% (n = 370,000). purified proKLK7, EDANS-DABCYL substrate fluorescence; 100% is mature enzyme control, 0% vehicle;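 active = activation above the mean of all tested compounds plus 3 SD, computed per campaign excluding outliers beyond control limits, cut at about 13% in these data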
# Target sequence (P49862 whole entry, looked up): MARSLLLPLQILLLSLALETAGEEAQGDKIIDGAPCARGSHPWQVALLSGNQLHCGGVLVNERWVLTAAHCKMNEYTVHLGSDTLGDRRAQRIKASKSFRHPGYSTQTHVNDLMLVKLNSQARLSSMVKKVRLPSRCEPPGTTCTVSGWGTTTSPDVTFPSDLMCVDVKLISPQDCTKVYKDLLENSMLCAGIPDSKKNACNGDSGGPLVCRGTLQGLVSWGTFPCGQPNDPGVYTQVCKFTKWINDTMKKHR
# The depositor's hits bear a star; / = no result given.
SMILES,PLC-gamma1 inh,ASAP1 inh,ADAM10 inh,LEDGF integ inh,Tn7 DDE FP,DDE Tn6 FP inh,ADAM17 inh,ARFGAP1 inh,TDP2 inh,proKLK7 act
O=C(O)CC(c1ccc(Br)cc1)N1Cc2ccccc2C1=O (stereo unspecified),3,14,3,3,-3,-8,1,3,9,0.8
CC(C)Cn1c(N)c(C(=O)COC(=O)/C=C/c2ccccc2)c(=O)n(C)c1=O,-2,3,2,2,1,1,3,-6,-13,1.3
COc1ccc(C(=O)NCC(=O)NCc2cc(=O)n(C)c(=O)n2C)cc1,3,6,3,3,4,7,-3,-8,-14,0.4
O=C(Nc1ccc(Br)cc1)C1CC=CCC1C(=O)OCC1CCCO1 (stereo unspecified),-2,10,2,1,-6,-5,0,-21,5,-0.1
COCCN(C(=S)Nc1cccc(OC)c1)C1CCN(C(C)=O)CC1,-2,-18,-21,0,-3,-4,2,-14,-4,0.1
COc1cc(OC)c(NC(=O)C2CCCN2C(=O)OCc2ccccc2)cc1Cl (stereo unspecified),0,-5,-3,1,-3,7,-4,10,14,0.6
Cc1cc2ccccc2n1CCNC(=O)c1ccc(S(=O)(=O)N2CCOCC2)cc1,-15,17,1,0,-12,6,2,-1,-4,-0.1
Cc1cccc(C)c1N(CC(=O)N1CCCC1)S(C)(=O)=O,0,10,1,0,-2,8,0,-4,5,0.4
COc1ccccc1NC(=O)Nc1ccnn1C1CCN(C(=O)c2cscn2)CC1,2,-17,0,-2,7,4,-2,-1,2,-0.7
Cc1ccc(-n2ccnc2SCC(=O)O)cc1C,-2,-11,-72,0,-1,3,-5,2,2,0.3
COc1cc(OC)cc(C(=O)NCC(=O)OCC(=O)c2ccc3c(c2)-c2ccccc2C3)c1,-10,-2,-20,1,-2,-13,-3,-3,7,-1.5
Cc1ccc(Cl)cc1N1CCN(S(=O)(=O)c2ccc3[nH]c(=O)c(=O)[nH]c3c2)CC1,-4,-12,-7,-1,-2,-2,-3,-1,-10,0.2
CCN(C(=O)COc1ccc(C(C)=O)cc1)c1cccc2ccccc12,-1,-12,-6,1,-2,-2,5,13,-6,-0.1
CCCCNC(=O)[C@@H]1CC=C[C@@H]2CCN(Cc3ccc(Cl)c(Cl)c3)C(=O)[C@@H]21,2,-3,-3,-1,-2,2,-2,-6,12,0.3
CCSc1nnc(NC(=O)NCC(F)(F)F)s1,3,5,1,2,0,5,-5,3,-12,-0.3
CCOC(=O)c1c(C)[nH]c(C(=O)NNC(=O)c2ccccc2F)c1C,-1,-3,-7,-3,-7,2,2,-16,3,0.4
CCN(CC)CCN(Cc1cc2cc3c(cc2[nH]c1=O)OCCO3)C(=S)NCCCN(C)C,-39,1,-111,2,-6,-3,-44,-9,-4,1.9
Cc1ccc(NC(=O)C2CCN(S(=O)(=O)c3cnc[nH]3)CC2)nc1,0,2,-6,-1,-3,0,-3,12,7,0.8
Cc1c(/C=C/C(=O)c2ccc(Cl)s2)cnn1C,-55,7,-266,1,-4,-5,-81,15,-8,7.4
C[C@@H]1CCN(C2CC2)S(=O)(=O)c2c(cccc2N2CC[C@@H](N(C)C)C2)O1,1,/,-4,3,5,3,-3,/,8,-0.5
COc1cnc(-c2ccccn2)nc1Sc1ccc(Cl)cc1,7,2,7,5,-8,9,3,11,-11,-0.8
Cc1ccc(CCc2nnc(SCC(=O)Nc3cc(Cl)ccc3Cl)n2-c2ccccc2)o1,-1,-4,15,-2,3,-11,8,6,-5,-0.2
Cc1ccc(-c2n[nH]c(=S)n2/N=C/C=C\c2ccccc2[N+](=O)[O-])cc1,4,8,29*,4,-3,-1,8,2,-9,0.1
Cc1ccc(N2CCN(S(=O)(=O)c3cccs3)CC2C)cc1 (stereo unspecified),-4,3,3,3,5,-3,2,3,-2,-0.7
Cc1ncsc1CCOC(=O)c1cccnc1,-1,8,-5,-1,4,5,0,-3,2,0.0

# Continuation.
SMILES,PLC-gamma1 inh,ASAP1 inh,ADAM10 inh,LEDGF integ inh,Tn7 DDE FP,DDE Tn6 FP inh,ADAM17 inh,ARFGAP1 inh,TDP2 inh,proKLK7 act
O=C1c2cnc3nc(SCc4ccccc4)nn3c2CC2c3ccccc3CCN12 (stereo unspecified),1,-4,-77,2,-3,1,-17,-8,-14,-0.3
CCN(CC(=O)NCc1cccs1)C(=O)c1ccc(-c2ccccc2F)o1,-25,3,-9,-2,6,7,-5,-8,0,0.2
CCOC(=O)C1CCCN(C(=O)c2sc3nc(C)nc(N4CCOCC4)c3c2C)C1 (stereo unspecified),-1,-8,1,0,12,7,-3,7,0,0.6
Nc1c(Cl)cc2c(c1Br)Cc1ccccc1-2,1,3,-5,-1,-5,1,0,-4,10,0.1
CCOc1cc(-c2nc(-c3ccc(C)nc3OC)no2)cc(OCC)c1OCC,9,-4,14,4,0,-4,0,0,-4,-0.4
CC(C)CCNc1nnnc2c1sc1nc(N3CCOCC3)c3c(c12)CC(C)(C)SC3,-3,9,-1,-1,-1,5,-1,-8,10,0.2
S=C(Nc1ccccc1)Nc1cc(Cl)ccc1Oc1ccccc1,0,-4,5,0,2,3,-3,11,3,-0.7
Cn1nnnc1SCC(=O)NC(C)(C)C,1,-7,11,2,-8,2,-2,-2,7,-0.8
CCn1cc(CNC(=O)c2ccc3nc(Cc4ccccc4F)oc3c2)cn1,-2,3,-1,-2,0,-3,4,14,-9,-0.1
CN(C(=O)c1ccncc1)C1CC(C)(C)N(O)C(C)(C)C1,5,-3,2,2,1,-2,3,-6,-6,1.4
O=C1c2ccccc2C(=O)c2c1cccc2N1CCOCC1,4,1,6,-1,2,-1,1,15,6,-0.5
O=C(Nc1nc(-c2cccs2)cs1)C1=COCCO1,2,-8,-3,0,7,-1,-1,2,-3,-0.8
COc1ccc(NC(=O)CNc2cc(C)ccc2C)cc1S(=O)(=O)N1CCOCC1,7,22,16,-2,-2,-5,-5,7,-19,-0.6
Cc1ccc2c(C)c(C(=O)N3CCCCC3CO)oc2c1C (stereo unspecified),3,9,3,-6,1,1,-5,7,-7,-0.5
CC(=O)NC1C(=O)N=C(SCC(=O)Nc2ccc(C(F)(F)F)cc2Cl)NC1=O (stereo unspecified),1,2,1,0,-1,-8,0,1,-5,0.3
COc1cccc(-n2nnnc2SCC(=O)Nc2ccc3c(c2)OCCO3)c1,-2,17,-32,2,-2,-1,-6,8,2,-0.1
Cc1ccc(Cc2c(-c3ccc(C)cc3)nc3cc(C)ccn23)cc1,-38,-22,-165,0,1,3,-35,4,-10,-2.4
CCCCCNC(=O)C1c2ccccc2Oc2ccccc21,5,4,12,-2,-3,4,-2,2,-20,0.1
COC(=O)C(N)Cc1ccc(O)cc1 (stereo unspecified),1,2,-1,1,3,0,-2,11,-1,-0.4
Cc1[nH]c2ccccc2c1C(=O)COC(=O)c1cccc(S(=O)(=O)N2CCCCC2)c1,-2,3,-1,-7,0,0,-1,2,-7,-0.7
CC(=O)N[C@@H]1C[C@@H]2O[C@@H](CO)CC[C@@H]2O[C@@H]1CCc1ccc(C#CC2(O)CCCC2)cc1,0,/,-1,5,0,-2,-2,/,0,0.3
O=C(NC(=S)Nc1ccc(F)cc1)C1CCCCC1,3,11,4,2,2,5,1,7,13,0.3
Cc1cc(C(=O)CSc2nnc(-c3ccccc3F)o2)c(C)n1Cc1cccs1,-2,-15,10,-2,1,4,3,9,0,-1.1
CCC(C)[C@H](NC(=O)[C@H](Cc1ccccc1)n1c(=O)[nH]c2ccccc2c1=O)C(=O)NCC1CCC(C(=O)O)CC1 (stereo partly specified),5,16,-18,2,5,1,0,-5,-4,0.1
Cn1nc(OCCOc2ccccc2)ccc1=O,1,5,0,0,1,-5,-5,-3,3,-0.3

# (continued)
SMILES,PLC-gamma1 inh,ASAP1 inh,ADAM10 inh,LEDGF integ inh,Tn7 DDE FP,DDE Tn6 FP inh,ADAM17 inh,ARFGAP1 inh,TDP2 inh,proKLK7 act
Cc1ccnc(NC(c2cccnc2)c2ccc3cccnc3c2O)c1 (stereo unspecified),-11,-1,9,-7,-1,1,5,-7,-10,-0.3
CCOCCCN1C(=O)CN(C2CCCCCC2)C(=O)C1c1ccc(OC)cc1 (stereo unspecified),1,-1,-4,0,1,-4,-3,6,3,-0.3
COc1ccc(/C=N/NC(=O)c2ccc(N(C)S(=O)(=O)c3ccccc3)cc2)c(OC)c1,-35,19,0,-1,-1,-4,-2,5,1,0.5
C=CCC[C@@H](Cc1ccc(F)cc1)C(=O)OC[C@@H](Cc1ccccc1)NC(=O)[C@H](CC=C)CC(=O)NCCO,2,2,5,-10,2,0,4,7,3,0.0
CCOc1ccc(C(=O)NCc2cccs2)cc1,1,10,11,0,2,-5,-6,6,-2,-0.1
CSc1ccc(CNC(=O)C2CCC(=O)N(CCc3ccc(Cl)cc3)C2)cc1 (stereo unspecified),1,-8,5,-1,-11,10,3,9,3,0.6
CN(C(=O)C1CCN(S(=O)(=O)c2cccs2)CC1)C1CCCCC1,-2,-5,1,-3,1,8,0,6,-1,-0.6
CC[C@H](CO)Nc1nc(Nc2cccc(Cl)c2)c2ncn(C(C)C)c2n1,-10,3,-6,0,-3,0,-1,-7,2,-0.1
O=C(O)c1ccc([N+](=O)[O-])cc1-c1cc([N+](=O)[O-])ccc1C(=O)O,4,8,5,6,-2,3,0,5,-5,-0.2
N#Cc1c2ccc(OCC(=O)NCc3ccco3)cc2n2ccccc12,-426,0,-194,1,-1,-3,-82,9,9,-3.9
CCN(c1ccccc1)S(=O)(=O)c1ccc(OCC(=O)N2CCCC2)cc1,4,0,-8,-1,2,2,1,11,-6,0.1
Cc1cccc(OCCCSc2nc3ccccc3[nH]2)c1,7,17,21*,-2,0,-8,10*,2,-13,0.8
COc1ccc(-c2c3c(nc4sc(C(=O)Nc5ccccc5)c(N)c24)CCC3)cc1,-71,6,-8,7,-7,5,-4,8,-15,-103

# Whole records, looked up by structure.
# CCOc1ccc(C(=O)NCc2cccs2)cc1 in the list: PLC-gamma1 inh: 1; ASAP1 inh: 10; ADAM10 inh: 11; LEDGF integ inh: 0; Tn7 DDE FP: 2; DDE Tn6 FP inh: -5; ADAM17 inh: -6; ARFGAP1 inh: 6; TDP2 inh: -2; proKLK7 act: -0.1
# COc1ccc(/C=N/NC(=O)c2ccc(N(C)S(=O)(=O)c3ccccc3)cc2)c(OC)c1 in the list: PLC-gamma1 inh: -35; ASAP1 inh: 19; ADAM10 inh: 0; LEDGF integ inh: -1; Tn7 DDE FP: -1; DDE Tn6 FP inh: -4; ADAM17 inh: -2; ARFGAP1 inh: 5; TDP2 inh: 1; proKLK7 act: 0.5

# Bioassay records (PubChem BioAssay)
